TCR-CD3 inh: inhibitors of human TCR-CD3 interaction, primary screen, biochemical, fluorescence, TAMRA-labeled TCR probe; 360,000 tested, 0.37% active; inhibition, % at 9.4 µM; in the data active means inhibition above about 19%;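 further: recombinant mutant TCR 2C K166C tagged with TAMRA read by polarization; 0% = receptor in buffer alone and 100% = receptor with positive control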
PRMT1 FP inh: PRMT1 methyltransferase inhibitors, primary screen, biochemical, fluorescence polarization; AID 652257, 2013; 370,000 tested, 1.3% active; Protein arginine N-methyltransferase 1 (Homo sapiens), Q99873; recombinant PRMT1, activity-based probe fluorescence polarization; inhibition, % at 2.79 µM;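 active means inhibition above about 21% made by adding two undisclosed values, limit read from the data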
TDP2 inh: human TDP2 enzyme inhibitors, primary screen, biochemical, epi absorbance, recombinant enzyme; Tyrosyl-DNA phosphodiesterase 2 (Homo sapiens), O95551; T5PNP hydrolysis, p-nitrophenol absorbance 415 nm; inhibition, % at 12.8 µM; 370,000 tested, 0.34% active; AID 720702, 2013;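 active means inhibition above the mean of all tested compounds plus 3 SD, set per campaign, cut at about 25% in these data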;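 further: 0% = DMSO with enzyme and 100% = buffer with substrate but no TDP2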
Target sequence (O95551 whole entry, looked up): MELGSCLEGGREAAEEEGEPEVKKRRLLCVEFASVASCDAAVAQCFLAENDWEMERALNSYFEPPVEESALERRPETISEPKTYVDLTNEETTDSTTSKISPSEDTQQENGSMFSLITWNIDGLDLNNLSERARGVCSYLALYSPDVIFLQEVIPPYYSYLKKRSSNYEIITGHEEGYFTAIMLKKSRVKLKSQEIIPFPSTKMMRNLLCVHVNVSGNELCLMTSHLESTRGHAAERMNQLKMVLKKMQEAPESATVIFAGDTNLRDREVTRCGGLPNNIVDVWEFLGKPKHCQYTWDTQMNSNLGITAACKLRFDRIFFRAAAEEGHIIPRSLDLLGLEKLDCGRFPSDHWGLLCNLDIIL
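test system = human TDP2 enzyme | input = TDP2 enzyme at 120 nM final | medium = 50 mM Tris-HCl pH 7.5 with Mg2+, KCl, DTT, BSA | also added = T5PNP substrate, 5 mM | times = 2 h at 37 °C | technique = epi absorbance | benchmarks = high control without enzyme, low control DMSO plus TDP2 | replication = each compound tested once, singlicate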
MBD2 inh: inhibitors of MBD2 binding to methylated DNA, primary screen, biochemical, TR-FRET, DNA-binding domain, human | 370,000 tested, 0.31% active | Methyl-CpG-binding domain protein 2 (Homo sapiens), Q9UBB5 | inhibition, % at 4.4 µM | AID 686964, 2013 | MBD2 binding to methylated oligonucleotide; in the data active means inhibition above about 13%
Target sequence (Q9UBB5 whole entry, looked up, the tested form may be a part): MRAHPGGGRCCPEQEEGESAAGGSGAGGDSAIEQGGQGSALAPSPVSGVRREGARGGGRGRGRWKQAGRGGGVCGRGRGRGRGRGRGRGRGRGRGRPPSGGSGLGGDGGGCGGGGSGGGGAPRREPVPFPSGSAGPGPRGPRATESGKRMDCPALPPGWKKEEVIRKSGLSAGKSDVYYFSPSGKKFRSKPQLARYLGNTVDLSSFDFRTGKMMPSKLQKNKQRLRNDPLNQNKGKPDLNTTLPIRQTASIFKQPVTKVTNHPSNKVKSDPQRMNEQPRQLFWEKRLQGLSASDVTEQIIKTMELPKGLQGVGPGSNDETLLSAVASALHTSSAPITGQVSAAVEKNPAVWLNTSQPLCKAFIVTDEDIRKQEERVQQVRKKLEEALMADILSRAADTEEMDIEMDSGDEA
DDE Tn7 FP inh: inhibitors of Tn7 peptide binding to fibrin DD(E), primary screen, biochemical, fluorescence polarization, human fibrin, Tn7 probe | Fibrinogen beta chain (Homo sapiens), P02675 | FP displacement of FITC-Tn7 peptide from fibrin DD(E); 0% = median of compound wells per plate | inhibition, % at 8.3 µM | 370,000 tested, 0.13% active;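 active means inhibition above the mean of compounds falling within the control limits plus 3 SD of them, cut at about 14% in these data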;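 further: 0% = plate median of compound wells and 100% = 10 µM Aha-Tn7 peptide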
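Measure: % inhibition scaled between sample-field median and high-control FP; Test system: human fibrin DD(E); Quantity: 2 µM final DD(E) protein; Doses: one dose, 8.3 µM nominal; Schedule: compound with protein 10 min, then 3 h after probe, room temperature; Detection: fluorescence polarization; Medium: Tris buffer with calcium and detergent, pH 7.8.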
UHRF1 MBD2 ctr: UHRF1 methylated DNA binding inhibitors, primary screen, counter-screen for MBD2 inhibitor project, biochemical, TR-FRET, human UHRF1, single concentration | inhibition, % at 4.4 µM | UHRF1 binding to methylated oligo | AID 687016, 2013 | E3 ubiquitin-protein ligase UHRF1 (Homo sapiens), Q96T88 | 370,000 tested, 0.75% active; in the data active means inhibition above about 21%;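 further: UHRF1 SRA domain binding a hemimethylated CpG hairpin DNA probe; 0% = median of test compound wells and 100% = reference inhibitor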
KLK7 zymogen act: proKLK7 zymogen activators, primary screen, biochemical, fluorescence intensity; Kallikrein-7 (Homo sapiens), P49862; purified proKLK7, EDANS-DABCYL substrate fluorescence; 100% is mature enzyme control, 0% vehicle; activation, % at 7 µM; 370,000 tested, 0.9% active; AID 652039, 2013;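 active means activation above the mean of all tested compounds plus 3 SD, computed per campaign excluding outliers beyond control limits, cut at about 13% in these data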
Target sequence (P49862 whole entry, looked up): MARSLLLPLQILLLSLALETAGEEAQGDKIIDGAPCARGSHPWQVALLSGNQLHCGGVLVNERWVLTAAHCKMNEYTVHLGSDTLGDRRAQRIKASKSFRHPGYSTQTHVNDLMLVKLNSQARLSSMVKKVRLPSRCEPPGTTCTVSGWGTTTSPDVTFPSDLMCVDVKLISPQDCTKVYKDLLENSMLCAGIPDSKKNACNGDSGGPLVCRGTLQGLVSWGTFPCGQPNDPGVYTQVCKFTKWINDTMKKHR
SIAE primary: human SIAE inhibitors, primary screen, biochemical, fluorescence polarization, FP-Rh probe, 1536-well HTS; inhibition, % at 9.66 µM; 370,000 tested, 0.69% active; AID 1053197, 2014; Sialate O-acetylesterase (Homo sapiens), Q9HAT2; SIAE FP-Rh probe binding;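 active means inhibition above a cutoff: mean of compounds within the control limits plus 3 SD of those, cut at about 17% in these data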;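 further: 0% = plate median of compound wells and 100% = probe without SIAE protein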
LEDGF integ inh: blockers of LEDGF/p75-dependent integrase strand transfer – biochemical, TR-FRET, high throughput, primary screen. AID 743269, 2014. TR-FRET IN-LEDGF/p75 DNA integration, Eu/Cy5. inhibition, % at 3.7 µM. 370,000 tested, 0.64% active;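 active means inhibition above the screen-wide mean plus 3 SD, cut at about 13% in these data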;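 further: signal is the Cy5 over europium emission ratio at 671 and 618 nm; 0% = plate median of compound wells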
Tn6 DDE FP: inhibitors of Tn6 peptide binding to fibrin DD(E), primary screen, biochemical, fluorescence polarization, human fibrin, Tn6 probe; Fibrinogen beta chain (Homo sapiens), P02675; Fibrin DD(E) TRITC-Tn6 fluorescence polarization displacement; inhibition, % at 8.3 µM; 370,000 tested, 0.21% active;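 active means inhibition above a per-campaign cutoff: mean of compounds within control limits plus 3 SD, cut at about 15% in these data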;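 further: 0% = median of all compound wells on the plate and 100% = blocking peptide control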
The depositor's hits bear a star; / = no result given.

SMILES	TCR-CD3 inh	PRMT1 FP inh	TDP2 inh	MBD2 inh	DDE Tn7 FP inh	UHRF1 MBD2 ctr	KLK7 zymogen act	SIAE primary	LEDGF integ inh	Tn6 DDE FP
COc1ccc(NC(=O)CN(C)C(=O)c2ccc(OCc3ccccc3)c(OC)c2)cc1	-1	3	5	-3	6	-1	-0.4	2	-2	-2
CCO[C@@H]1OC(C(=O)N2CCN(Cc3ccc4c(c3)OCO4)CC2)=C[C@H](c2coc3ccccc3c2=O)[C@H]1CCCO	-6	1	-13	-4	5	1	0.6	8	-1	0
COc1ccc(-c2csc(NC(=O)c3ccccc3F)n2)cc1	-1	-4	3	-2	-6	2	0.2	-2	6	-8
COCCn1c(CN2CCC(Cc3ccccc3)CC2)nc2c1c(=O)n(C)c(=O)n2C	-1	-2	-9	5	0	1	-0.4	1	1	-3
CCc1ccc(NC(=O)c2cccc(C(=O)Nc3ccc(CC)cc3)n2)cc1	4	-1	-5	-1	10	2	0.4	-12	1	-6
C(=N\N1CCN(C2c3ccccc3-c3ccccc32)CC1)/c1cccnc1	10	-2	-4	-5	11	-4	0.3	6	-7	4
O=C(COc1c(F)c(F)cc(F)c1F)NNC(=O)CC1CCS(=O)(=O)C1 (stereo not drawn)	6	-3	11	2	1	-2	0.0	3	2	-1
O=C(O)c1ccc(S(=O)(=O)N(Cc2ccc(F)cc2)C2CCCCC2)cc1	-7	3	12	-1	11	-2	-0.2	8	2	0
CCN(CC)CCNC(=O)c1cc2ccccc2nc1Cl	4	-4	16	-6	3	-1	0.4	3	1	1
O=C(NCCCNC(=O)c1ccco1)c1cccc(F)c1	6	-3	20	-3	-2	3	1.1	-3	2	1
O=C(Cn1cnc2c(nnn2-c2ccc(F)cc2)c1=O)N1CCCc2ccccc21	-3	-1	-3	-5	-8	-1	0.5	0	1	9
CC(C)c1ccc([C@@H]2O[C@H](C)CC3=C2C(=O)OC(C)(C)O3)cc1	0	-3	11	-4	1	-1	-0.2	0	5	-6
OC[C@H]1OC(O)C[C@@H](O)[C@@H]1O (stereo partly drawn)	4	-1	-9	2	-4	-1	-0.2	-8	3	-4
CC1(C)C(=O)Nc2ccccc2N1C(=O)COc1ncnc2ccccc12	-4	0	-4	-2	5	-3	-0.2	-6	1	-3
O=C(CCn1nnnc1CN1CCOCC1)N1CCC(c2cccc(Cl)c2)C1 (stereo not drawn)	-3	-2	12	3	-12	2	-0.2	-6	3	5
CCON1C(=O)CN(C(=O)OC)C1c1ccc(Cl)cc1Cl (stereo not drawn)	-4	4	-17	5	6	6	0.2	-8	-1	-4
Cc1ccc(NC(=O)Cn2cnc3c(OCc4ccccc4)ncnc32)cc1C	1	-5	0	-3	3	-2	0.5	6	-3	6
COc1ccc(/C(N)=N/OC(=O)Oc2ccccc2)cc1	1	-1	4	6	1	0	-0.1	0	-1	0
C=CCCN(C(CC(C)C)C(=O)OC)S(=O)(=O)c1ccccc1Br (stereo not drawn)	2	0	2	0	2	0	0.5	2	2	-3
Cc1ccc(C)c(NC(=O)c2ccc(S(=O)(=O)C(F)F)cc2)c1	-1	2	-4	-1	-12	0	0.3	0	2	2
CCN(CC)CCNC(=O)c1cc2c(=O)n(C)c3ccccc3c2s1	10	-1	-4	3	2	-3	27*	-4	-3	6
NC(N)=NS(=O)(=O)c1ccc(NC(=S)Nc2ccc(F)cc2)cc1	1	0	8	-1	2	-3	0.6	0	-1	1
O=C(CCC(=O)N1CCc2ccccc2C1)NCCc1ccc(Cl)cc1	6	-3	10	-2	3	1	1.0	-7	-1	-2
Cn1c(-c2c(N)n(C3CCCC3)c3nc4ccccc4nc23)nc2ccccc21	1	-1	8	-2	0	0	0.4	16	0	-13
O=C(CC12CC3CC(CC(C3)C1)C2)NCO	6	-2	10	1	0	3	0.3	-2	-2	-2
SMILES	TCR-CD3 inh	PRMT1 FP inh	TDP2 inh	MBD2 inh	DDE Tn7 FP inh	UHRF1 MBD2 ctr	KLK7 zymogen act	SIAE primary	LEDGF integ inh	Tn6 DDE FP
COc1ccc(NC(=O)CN(C)C(=O)CNC(=O)c2ccc3c(c2)OCO3)cc1	0	-4	15	-1	-1	-3	-0.3	-1	2	-6
CCCc1cc(=O)[nH]c(SCCc2ccccc2)n1	-1	2	6	-7	0	-2	-0.7	7	-2	-1
CC1(C)C=C(c2ccc(C=O)s2)CC(C)(C)N1C=O	1	2	8	-8	7	2	0.3	5	1	7
CCCc1nn(C)c2c(=O)[nH]c(-c3cc(S(=O)(=O)N(CCO)CCO)ccc3OCC)nc12	-2	-2	16	4	-5	-1	0.0	5	0	-9
O=C(NCc1nnnn1-c1ccc(F)c(F)c1)C(=O)c1c[nH]c2ccccc12	1	0	-3	2	-8	-1	-0.2	1	0	1
Nc1nnnn1/N=C/c1cccc(O)c1	-8	2	7	2	-1	-4	-0.6	1	1	2
COc1cccc(-c2cc3nc(C)cc(N4CCN(C(=O)c5ccoc5)CC4)n3n2)c1	-1	-1	6	-4	1	-1	0.2	-10	2	-6
COc1ccc(-c2noc(CCC(=O)Nc3cccnc3)n2)cc1OC	-1	1	-1	0	12	-2	-0.5	-3	-3	-3
Nc1ccc(C=Cc2ccc(N)cc2)cc1	-2	1	-7	-1	-1	-4	-1.4	5	0	-5
CC(=O)c1nnn(-c2ccc([N+](=O)[O-])cc2C)c1C	1	-3	-3	2	0	-3	0.5	3	5	-6
COC(=O)C(=C/C(C)=C/c1cccs1)C(=O)OC	7	1	2	-2	-4	-2	-0.5	2	-2	-8
Cc1[nH]c2ccccc2c1/C=N/NC(=O)c1cc(-c2ccncc2)nc2ccccc12	-2	-2	1	0	0	-2	0.0	14	-1	-2
Cc1ncc(CN2CCCCC2C(=O)Nc2ccc(Oc3ccccc3)nc2)cn1 (stereo not drawn)	-1	1	0	4	5	2	-0.1	-2	-1	8
COc1cccc(NC(=O)COC(=O)c2ccccc2C(=O)N2CCN(c3ccccc3)CC2)c1	-2	8	13	-2	4	-6	0.5	-4	2	5
O=C(CN(Cc1ccccc1)C(=O)CNS(=O)(=O)c1ccccc1)NCC1CCCO1 (stereo not drawn)	-3	1	-1	0	9	1	0.1	-5	2	3
COc1ccc(CCC(=O)Nc2ccccc2C(F)(F)F)cc1	-1	0	5	2	-3	0	-0.1	5	-2	0
O=[N+]([O-])c1cccnc1Oc1ccc(F)cc1F	-8	2	5	3	5	3	-0.5	-4	-5	2
O=c1oc(-c2ccc(O)c(O)c2)cc2cccc(O)c12	11	2	-15	-3	-1	-2	-8.2	5	-4	1
CCN(CC)C(=O)C1=C(C)N(CCCN2CCCC2=O)C(=O)C(CC(=O)NCc2cccc3ccccc23)C1 (stereo not drawn)	7	-1	-2	-11	2	-2	-0.2	2	-15	6
CC1CCN(CCCNC(=O)C2CCCN(c3ncnc4c3nc3n4CCCCC3)C2)CC1 (stereo not drawn)	4	-3	12	-1	-2	1	-0.1	-4	-1	5
Cn1[nH]c2c(c1=O)[C@H](c1ccc(F)cc1)O[C@H](CCc1ccccc1)C2	-5	2	-7	-7	1	-6	0.7	11	1	-2
Cn1cccc1/C=N/NC(=O)CNc1cccc2ccccc12	-1	0	1	-4	-4	-6	23*	19*	5	1
COc1ccc(-c2nnc(OC)c3ccccc23)cc1	0	-1	11	-5	-1	-4	0.0	-20	0	7
CCn1cc(C(=O)N2CCCC2)c(=O)c2cc(S(=O)(=O)N(C)C)ccc21	-1	3	2	-1	-5	-1	-0.7	-5	2	2
C#CCC(NC(=O)c1ccc(C#N)cc1)C(=O)NCCC (stereo not drawn)	-4	0	8	2	0	0	-0.5	1	-1	1
SMILES	TCR-CD3 inh	PRMT1 FP inh	TDP2 inh	MBD2 inh	DDE Tn7 FP inh	UHRF1 MBD2 ctr	KLK7 zymogen act	SIAE primary	LEDGF integ inh	Tn6 DDE FP
C=CCn1cccc(C(=O)Nc2ccc(SC)cc2)c1=O	1	-1	4	0	6	0	0.2	-5	-2	2
CCOC(=O)C1=C(O)C(=O)N(c2ccc(S(N)(=O)=O)cc2)C1c1ccc([N+](=O)[O-])cc1 (stereo not drawn)	-2	-2	1	-2	-5	0	-0.1	2	4	4
CC1Sc2ccc(S(=O)(=O)CCC(=O)NC(C)c3ccccc3)cc2NC1=O (stereo not drawn)	-4	2	14	3	-3	3	-0.2	-2	-1	-4
O=C(CCCOc1ccc(Cl)cc1Cl)Nc1cc(S(=O)(=O)N2CCOCC2)ccc1N1CCOCC1	5	1	11	-2	-2	0	-0.1	-4	0	4
COC(=O)C1=C(CS(=O)(=O)c2ccc(Cl)cc2)NC(=O)NC1c1ccc(O)cc1 (stereo not drawn)	6	2	8	5	3	12	-0.1	-3	2	2
Cc1cccc(N2CCN(C(=O)c3cccc(N4C(=O)C5CC=CC(C)C5C4=O)c3)CC2)c1C (stereo not drawn)	5	2	-6	-3	-7	-1	0.6	0	0	3
CCC(=O)Nc1ccc(-c2nnc(-c3ccccc3)o2)cc1	-5	2	6	-3	-6	1	0.5	-6	1	2
COc1ccc(C(C(N)=O)c2ncc(C(F)(F)F)cc2Cl)cc1OC (stereo not drawn)	7	-2	10	2	-3	-2	-0.3	5	4	4
COc1cccc(C2(O)CCN(C(=O)C3CC3)CC2)c1	-2	-4	-2	-4	-1	0	1.0	-2	-1	7
COC(=O)[C@]12C[C@H](CC(=O)N3CCN(C(=O)C4CC4)CC3)C(=O)N(Cc3ccc4c(c3)OCO4)C1=C[C@H](C(C)C)O[C@@H]2C1CC1	/	-2	6	-3	1	0	1.1	0	1	0
COc1ccc(-c2c(C#N)c(SCC(=O)Nc3ccccc3)nc3c2CCCC3)cc1	1	-2	-13	-4	-3	-1	0.8	-16	1	-8
CC(/C=N/n1c(-c2ccco2)n[nH]c1=S)=C\c1ccccc1	8	20	-8	0	-6	-1	1.1	3	4	6
Cc1cc(C)cc(-n2c3ccc(NC(=S)NC4CCCCC4)cc3c(=O)n2C)c1	-1	2	-3	7	-3	17	-1.2	5	3	5

Bioassay records as filed in PubChem BioAssay.
